Screening results deposited in PubChem BioAssay by National Center for Advancing Translational Sciences (NCATS).
B2AR arrestin = qHTS assay of beta-arrestin-biased ligands of beta2-adrenergic receptor. Potency, µM (series often up to 46.1 µM), inactives show at the highest dose activation, usual class: activators. actives 0.02% (n = 330,000). Beta-2 adrenergic receptor (Homo sapiens), P07550. beta-arrestin recruitment to beta2AR, cell-based reporter;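 further: potency means the concentration at half of the fitted maximal effect; 0% = DMSO controls and full agonism = EC100 isoproterenol or metaproterenol; nearly all actives have a fitted effect of over 65% in size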
Target sequence (P07550 whole entry, looked up): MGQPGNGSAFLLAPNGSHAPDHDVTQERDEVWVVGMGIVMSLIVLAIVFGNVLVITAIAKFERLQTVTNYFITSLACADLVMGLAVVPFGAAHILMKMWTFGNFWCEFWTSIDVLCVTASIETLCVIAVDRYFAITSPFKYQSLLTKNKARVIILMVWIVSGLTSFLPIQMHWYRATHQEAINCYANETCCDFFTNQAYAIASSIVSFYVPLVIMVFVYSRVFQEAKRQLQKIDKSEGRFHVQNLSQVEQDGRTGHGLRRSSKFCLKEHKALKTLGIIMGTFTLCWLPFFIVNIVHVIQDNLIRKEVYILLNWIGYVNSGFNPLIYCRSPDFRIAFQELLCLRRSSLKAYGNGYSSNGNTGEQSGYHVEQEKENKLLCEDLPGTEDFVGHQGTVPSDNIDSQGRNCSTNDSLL
Integrin act MD = qHTS for Activators of Integrin-Mediated Alleviation for Muscular Dystrophy; alpha7betagal myoblasts, beta-gal FDG fluorescence, 48 h; Potency, µM (doses to about 38.3 µM), inactives show at the highest dose activation, usual class: activators; actives 0.064% (n = 350,000); AID 624291, 2012;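 further: potency means the concentration at half of the fitted maximal effect; 100% = response of the positive control SU9516; nearly all actives have a fitted effect of over 60% in size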
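Alpha7betagal+/- myoblasts (passage 13) were plated 16-24 hr, then exposed to compounds (1:260 dilution of DMSO stock) for 48 hours at 37C. After MPER lysis, β-galactosidase reporter activity was read as FDG fluorescence (ex 480/em 540) after 30 minutes.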
Tb PFK block = qHTS Assay to Find Inhibitors of T. brucei phosphofructokinase; actives 0.17% (n = 330,000); AID 485367, 2010; T. brucei PFK, ADP-Glo luminescence; Potency, µM (doses to about 57.5 µM), inactives show top-dose activity, negative = inhibition, most hits filed as inhibitors; ATP-dependent 6-phosphofructokinase (Trypanosoma brucei brucei), O15648;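 further: potency means the concentration at half of the fitted maximal effect; 0% = uninhibited 1x PFK enzyme wells and -100% = no-enzyme wells; nearly all actives have a fitted effect of over 60% in size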
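PFK 1.25 nM, F6P 0.5 mM, ATP 0.1 mM, 0.1 M TEA pH 8.0, 5 mM MgCl2, 0.01% Tween20, 0.1% BSA; 45 min RT. ADP-Glo readout. qHTS titration up to 57 uM; curves fitted, compounds curve-classed.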
PKM2 act = qHTS Assay for Activators of Human Muscle isoform 2 Pyruvate Kinase | AID 1631, 2009 | actives 0.34% (n = 260,000) | Pyruvate kinase PKM (Homo sapiens), P14618 | purified PKM2, Kinase-Glo ATP luminescence, activation; response scale: 0% is enzyme alone, no compound | Potency, µM (top dose mostly 57.5 µM), inactives show at the top dose activation, actives largely listed as activators; further: potency means the concentration at half of the fitted maximal effect; on the % scale 0 is the no-effect control and ±100 the full control effect; nearly all actives have a fitted effect of over 55% in size
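Purified hPK-M2 (>95% pure) converted ADP (0.1 mM final) to ATP with 0.5 mM PEP in 50 mM imidazole pH7.2, KCl, MgCl2, Tween 20, BSA; 1 h at room temperature. ATP detected by Kinase-Glo luminescence.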
Giardia killer = Small Molecules that selectively kill Giardia lamblia: qHTS | Giardia lamblia trophozoite viability | activity change, % at 7.66 µM, hits read low | actives 0.15% (n = 340,000) | AID 540267, 2011; in the data active means activity change below about -80%; inconclusive means between about -30% and that limit;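 further: parasites exposed to compound for two days anaerobically before the ATP read; on the % scale 0 is the no-effect control and ±100 the full control effect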
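Luminescence from cellular ATP indicates surviving trophozoites (100 cells/well) following 48 hrs anaerobic compound treatment at 37 deg C; signal develops 15-30 min at room temperature.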
GALK inhibitor = qHTS Assay for Inhibitors of Human Galactokinase (GALK) | P51570 | Purified GALK, Kinase-Glo residual ATP luminescence | Potency, µM (top dose mostly 57.5 µM), without a hit: at the top dose activity change, negative = inhibition, hits mostly inhibitors | actives 0.007% (n = 270,000) | AID 1868, 2009; further: potency means the concentration at half of the fitted maximal effect; on the % scale 0 is the no-effect control and ±100 the full control effect
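Kinase-Glo Plus luminescence measured ATP left after a 1 h room-temperature reaction. The reaction used 5 nM GALK, 100 uM galactose and 35 uM ATP at pH 8.0 (20 mM HEPES, 5 mM MgCl2, 60 mM NaCl, 1 mM DTT, 0.01% BSA).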
Menin-MLL TR inh = qHTS Assay for Inhibitors Targeting the Menin-MLL Interaction in MLL Related Leukemias: Competition With Texas Red Labeled MLL-derived Mutant Peptide. Menin + Texas Red MLL mutant peptide, fluorescence polarization. actives 0.23% (n = 270,000). Potency, µM (highest dose often 61.6 µM), for inactives: at the highest dose FP activity change, negative = inhibition, usual class: inhibitors. AID 1768, 2009; active means well fitted inhibition curve with a large enough effect in the polarisation, with a control signal flat, not every such curve was filed as active; inconclusive means small, poorly fitted or top-dose-only effect, or effect the other way, or a change in a side signal; inactive means no such curve, though single readings can be large or run the other way; the % refers to the polarisation; further: potency means the concentration at half of the fitted maximal effect; % of control where 0% means no effect; many of its hits are not listed in these tables
BCR signal inh = qHTS Assay to Find Inhibitors of Chronic Active B-Cell Receptor Signaling | ABC-DLBCL IkBa-CBG/CBR reporter, luminescence ratio, 4 h | AID 493014, 2011 | Potency, µM (series often up to 46.1 µM), for the others: at the top dose ratio change, negative = lower green/red ratio, hits mostly inhibitors | actives 0.05% (n = 340,000); active means well fitted inhibition curve with a large enough effect in the signal ratio, with a control signal flat, not every such curve was filed as active; inconclusive means small, poorly fitted or top-dose-only effect, or effect the other way, or a change in a side signal; the % refers to the signal ratio;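 further: potency means the concentration at half of the fitted maximal effect; plate controls were basal doxycycline-induced cells for no effect and cells given 10 µM MG132 for full effect; MG132 reads +100%, hits lower the ratio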
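Cell line TMD8 (human ABC DLBCL), stably expressing tet-inducible CBG68-IkBa fusion and CBR; IMDM/0.5% FBS; cpd up to 46 uM; dox induction, 4 h, 37C/5% CO2; dual luminescence; green/red ratio; MG132 control.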
ASM inhibitor = Inhibitors of Secretory Acid Sphingomyelinase (S-ASM): qHTS; Sphingomyelin phosphodiesterase (Homo sapiens), P17405; placental ASM, HMU-PC fluorogenic substrate, 60 min; Potency, µM (highest dose often 57.5 µM), for the others: at the highest dose activity change, negative = inhibition, usual class: inhibitors; actives 0.006% (n = 340,000); further: potency means the concentration at half of the fitted maximal effect
Target sequence (P17405 47-631 limits assumed): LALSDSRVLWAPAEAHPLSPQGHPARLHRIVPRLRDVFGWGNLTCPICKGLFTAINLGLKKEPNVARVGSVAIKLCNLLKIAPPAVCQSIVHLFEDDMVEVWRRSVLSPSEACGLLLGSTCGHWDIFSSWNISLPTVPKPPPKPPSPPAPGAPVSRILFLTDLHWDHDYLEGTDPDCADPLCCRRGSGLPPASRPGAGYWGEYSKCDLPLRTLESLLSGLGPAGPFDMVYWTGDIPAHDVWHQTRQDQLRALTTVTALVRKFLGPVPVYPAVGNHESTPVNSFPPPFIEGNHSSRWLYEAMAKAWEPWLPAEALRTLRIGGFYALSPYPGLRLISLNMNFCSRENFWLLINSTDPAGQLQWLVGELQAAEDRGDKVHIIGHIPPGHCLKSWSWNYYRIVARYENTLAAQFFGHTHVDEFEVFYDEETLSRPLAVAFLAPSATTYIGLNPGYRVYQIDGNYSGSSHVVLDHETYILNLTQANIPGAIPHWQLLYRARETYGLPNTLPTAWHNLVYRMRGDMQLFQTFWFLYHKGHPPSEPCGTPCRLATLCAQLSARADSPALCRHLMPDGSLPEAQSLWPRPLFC
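Human placenta-derived ASM enzyme was preincubated with compound for 10 minutes at room temperature, then given fluorogenic substrate HMU-PC0 (9 uM final) for 60 minutes at 37 °C; a pH 10 stop preceded fluorescence reading at Ex 386/Em 447 nm.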
PTAP TSG101 blk = qHTS Assay for Iinhibitors of HIV-1 Budding by Blocking the Interaction of PTAP/TSG101 | Tumor susceptibility gene 101 protein (Homo sapiens), Q99816 | Fluorescence polarization, FITC-PTAP peptide / Tsg101 binding | Potency, µM (series often up to 115 µM), for the others: at the top dose activity change, negative = inhibition, usual class: inhibitors | 340,000 tested, under 10 active | AID 493005, 2010; active means well fitted inhibition curve with a large enough effect in the main read-out, with a control signal flat, not every such curve was filed as active; inconclusive means small, poorly fitted or top-dose-only effect, or effect the other way, or a change in a side signal; inactive means no such curve, though single readings can be large or run the other way; further: potency means the concentration at half of the fitted maximal effect; % of control where 0% means no effect
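Compounds were pin-transferred onto Tsg101 binding domain (10 uM final) in HEPES pH 7.5 buffer, then FITC-PTAP peptide was added at 50 nM final. After 20 min at RT, polarization reported peptide displacement across a qHTS concentration series.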
Coupling enz = qHTS Assay for Inhibitors of Fructose-1,6-bisphosphate Aldolase from Giardia Lamblia: Coupling assay counterscreen. coupling enzyme system counterscreen, AmpLite Red fluorescence. activity change, negative = inhibition, % at 58.2 µM, hits read low. actives 0.67% (n = 290,000). AID 2472, 2010; in the data active means activity change below about -30%; further: on the % scale 0 is the no-effect control and ±100 the full control effect
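Counterscreen of the coupled detection system alone, without aldolase: glyceraldehyde-3-phosphate coupling enzymes plus AmpLite Red readout. Compounds at 57.5 uM final, 10 min RT preincubation, 20 min RT reaction, fluorescence 525/598 nm.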
An asterisk follows results filed as active; i = inactive; ? = inconclusive; / = not tested or not shown; & = joins results of further samples; [ ] = dose if it differs, or a comment. Unless noted, the call rests on the fitted dose curve; in most records, active means well fitted curve in the direction sought with a large enough effect; inconclusive means small, poorly fitted or top-dose-only effect, or another doubt; inactive means no such curve, though single readings can be large; an effect the other way counts as inactive or inconclusive. Not all compounds are listed; the hit share may differ from the screen's.

SMILES | B2AR arrestin | Integrin act MD | Tb PFK block | PKM2 act | Giardia killer | GALK inhibitor | Menin-MLL TR inh | BCR signal inh | ASM inhibitor | PTAP TSG101 blk | Coupling enz
C=CCn1c(C)cc(C(=O)CSc2nnc(C3CC3)n2C2CC2)c1C | -0.2% | 15% | 0% | / | -16 | / | / | ? | 0% | 6% | /
Cc1cc(NC(=O)CSc2nc(N)c(NC(=O)c3ccco3)c(=O)[nH]2)no1 | -0.1% | -17% | -5% | ? | -15 | -2% | / | 0% | 3% | -4% | -4
O=C(/C=C/Nc1ccc(F)cc1F)c1cccs1 | 0.2% | 3% | ? | -35% | -24 | 6% | ? | ? | 7% | 2% | -10
CCOc1ccc(C2C(C(=O)OC)=CN(C(C)c3ccccc3)C=C2C(=O)OC)cc1 (stereo not given) | 0.2% | -20% | 2% | / | -28 | -1% | ? | 1% | i | 2% | -2
C=CCOC(=O)CCC(=O)Nc1cccc2ccccc12 | 0.3% | -24% | -3% | 1% | -18 | 1% | -8% | ? | 3% | 0% | 4
COc1ccc(/C=N/NC(=O)c2ccccc2OCc2ccccc2)c(OC)c1 | -0.6% | 13% | -4% | 1% | 26 | 10% | -5% | ? | -1% | 0% | 0
O=C(NCCN1CCOCC1)c1cc(-c2ccco2)on1 | 0.4% | 5% | 1% | -1% | 0 | -2% | -2% | -16% | 4% | -3% | -1
C=CCn1c(CCC(=O)O)ccc1-c1ccc(OC)cc1 | -0.5% | 26% | -1% | 2% | 19 | 1% | -13% | ? | 73%[activator] | -6% | 7
Cc1ccccc1Nc1nc(N)nc(COC(=O)C2CCCCC2)n1 | -0.9% | -5% | -2% | -2% | 10 | -1% | 5% | -4% | 3% | 0% | 1
CN1CCN(S(=O)(=O)c2ccc(NC(=S)NC(=O)C(C)(C)C)cc2)CC1 | -0.4% | 25% | -1% | 0% | 4 | 0% | 2% | 2% | 1% | -2% | 1
CS(=O)(=O)c1ccc(Cl)c(C(=O)O)c1 | 0.2% | 15% | 2% | 18% | -6 | 1% | -2% | 3% | 5% | -4% | 0
COc1ccc(OC)c(C2C(C(=O)Nc3cccnc3)=C(C)NC3=C2C(=O)CCC3)c1 (stereo not given) | -0.2% | 9% | 5% | -4% | -10 | 0% | 13% | 5% | 114%[activator] | 2% | -5
CCOc1ccc(CNC(=O)C(C)n2ccc3cc(S(=O)(=O)N4CCCC4)ccc32)cc1 (stereo not given) | 0.9% | -16% | 1% | / | 37[activator] | -7% | / | 0% | -1% | 0% | /
O=C(CCCn1c(=O)oc2ccccc21)Nc1ccccc1 | -0.1% | 1% | -7% | / | -16 | / | / | -9% | -5% | -4% | /
COc1ccccc1-n1ccnc(SCC(=O)NC2CCCC2)c1=O | 0.1% | -1% | 13% | / | 9 | / | / | ? | 8% | -1% | /
N/C(=N\c1nc2ccccc2o1)NC(=O)c1ccc([N+](=O)[O-])cc1 | -0.4% | 13% | -2% | -4% | -19 | -2% | / | 2% | 0% | 2% | -6
O=C1C2CCCN2C(c2ccccc2F)N1c1cccc(Cl)c1 (stereo not given) | 0.3% | 5% | 2% | 3% | 0 | 1% | -3%[11.7 µM] | 0% | 3% | -5% | 0
NC(=O)c1ccc[n+](CC(=O)c2ccc(F)cc2)c1 | -0.7% | 17% | 1% | -1% | 6 | 0% | / | -16% | -3% | 1% | 0
Cc1ccc(N2C=Nc3ccc(C)c4nc(C)cc2c34)cc1 | 0.1% | -7% | -7% | 1% | -9 | 1% | 9% | -1% | 70%[activator] | -3% | -3
COc1cc(C(=O)Nc2scc(-c3ccc(C)cc3)c2C(=O)O)cc(OC)c1OC | 0.1% | 2% | 0% | 0% | -19 | 1% | ? | ? | ? | -1% | -19
Clc1nc(N2CCOCC2)ncc1Br | 0.2% | 12% | 1% | 1% | -6 | -3% | / | -5% | -1% | -3% | 0
Cc1nn(C)cc1CNC(=O)Nc1ccc(Br)cc1Cl | 0.1% | -9% | -11% | 5% | 2 | -7% | 1% | -5% | -2% | -6% | 1
COc1ccccc1-c1cc(=O)c2c(O)ccc([N+](=O)[O-])c2o1 | -0.2% | -10% | -1% | 4% | -27 | 0% | / | -1% | -3% | -1% | -3
CC(CCc1ccccc1)NC(=O)c1ccccc1Cl (stereo not given) | -0.2% | 12% | 1% | 0% | -10 | 1% | -8% | 2% | 3% | -2% | 3
COC(=O)[C@@]1(Cc2ccc(OC)cc2)[C@H]2c3cc(C(=O)N4CCCC4)n(CCn4cc([N+](=O)[O-])nc4C)c3C[C@H]2CN1C(=O)c1ccccc1 | -0.7% | 8% | -2% | -3%&0% | -83* | / | -2%&-11% | 2% | 0% | -2% | 7&3
COc1ccc(S(=O)(=O)N2CCCC2CNC(=O)C(=O)NCc2ccccn2)cc1 (stereo not given) | 0.1% | 29% | -10% | / | -8 | / | / | 0% | 7% | -5% | /
Cc1oc(S(=O)(=O)N2CCCCC2)cc1NC(=O)Nc1ccc(Cl)cc1 | -0.1% | 0% | -1% | -1% | -6 | -2% | / | 11% | -2% | 0% | 0
CC12CCC(C(=O)N(CSC(=S)N/N=C\c3ccccc3)C1=O)C2(C)C (stereo not given) | 0.0% | 0% | 6% | -15% | -18 | -5% | ? | 29% | -5% | -4% | -10
CSCC[C@H](NC(=O)N1CCn2c1nc1ccccc12)C(=O)NCC1CCCO1 (stereo not given in full) | 0.5% | ? | -1% | / | 8 | 5% | / | -8% | 3% | -9% | /
CC1CCCN(C(=O)c2ccc(OC3CCN(CCc4ccccc4)CC3)cc2)C1 (stereo not given) | -0.8% | ? | -4% | / | -9 | 5% | / | ? | -5% | -2% | /
Cc1nccc2oc(=O)c(NC(=O)c3ccc(Cl)cc3)cc12 | -0.3% | 0% | -2% | 12% | 8 | 0% | 4% | -9% | 4% | -1% | -2
CCOC(=O)C1CCN(C(=O)COc2ccc(Cl)cc2Cl)CC1 | -0.4% | 3% | 0% | -16% | 1 | -1% | 8% | ? | 2% | -4% | 4
c1ccc2c3c([nH]c2c1)-c1[nH]ncc1CC3 | 0.0% | -2% | -6% | 2% | -3 | 2% | ? | -7% | -12% | -6% | 0

Looked up by compound from above (four):
SMILES | B2AR arrestin | Integrin act MD | Tb PFK block | PKM2 act | Giardia killer | GALK inhibitor | Menin-MLL TR inh | BCR signal inh | ASM inhibitor | PTAP TSG101 blk | Coupling enz
CCOC(=O)C1CCN(C(=O)COc2ccc(Cl)cc2Cl)CC1 | -0.4% | 3% | 0% | -16% | 1 | -1% | 8% | ? | 2% | -4% | 4
CC1CCCN(C(=O)c2ccc(OC3CCN(CCc4ccccc4)CC3)cc2)C1 (stereo not given) | -0.8% | ? | -4% | / | -9 | 5% | / | ? | -5% | -2% | /
c1ccc2c3c([nH]c2c1)-c1[nH]ncc1CC3 | 0.0% | -2% | -6% | 2% | -3 | 2% | ? | -7% | -12% | -6% | 0
COc1ccc(S(=O)(=O)N2CCCC2CNC(=O)C(=O)NCc2ccccn2)cc1 (stereo not given) | 0.1% | 29% | -10% | / | -8 | / | / | 0% | 7% | -5% | /
